# Bioassay records from PubChem BioAssay.
# HTR5A ag: counter-screen for OPRM1-OPRD1 agonists: human HTR5A agonism. HTR5A agonist assay, luminescence, cell-based. AID 504692. hit rate 0.61% among 340,000. P47898. activation, % at 9.3 µM; in the data active means activation mostly above about 9.5%, no sharp cut-off; inactive means mostly below about 7.6%;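 further: 0% = cells with vehicle only and 100% = reference agonist; strong numbers were not always called active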
# Target sequence (P47898 whole entry, looked up): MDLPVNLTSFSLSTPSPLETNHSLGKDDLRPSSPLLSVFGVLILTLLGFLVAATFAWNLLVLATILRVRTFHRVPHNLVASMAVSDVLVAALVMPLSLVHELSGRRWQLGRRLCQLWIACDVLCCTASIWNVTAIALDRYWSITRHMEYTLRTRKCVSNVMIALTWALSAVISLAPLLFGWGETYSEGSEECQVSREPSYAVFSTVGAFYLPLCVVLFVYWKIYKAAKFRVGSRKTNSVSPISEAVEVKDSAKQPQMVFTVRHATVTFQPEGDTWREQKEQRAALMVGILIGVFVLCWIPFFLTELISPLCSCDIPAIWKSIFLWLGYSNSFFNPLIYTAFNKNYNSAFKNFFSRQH
# PvdQ acylase: P. aeruginosa PvdQ acylase inhibition | AID 488965 | hit rate 0.063% among 340,000 | purified PvdQ acylase, fluorescence plate reader | inhibition, % at 10 µM; in the data active means inhibition above about 30%, passing the limit was not always enough; inconclusive means no clear call, values can overlap the other calls;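 further: 0% = vehicle neutral wells and 100% = reference inhibitor wells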
# Rtt109 HAT inh: blocks Candida albicans Rtt109/Vps75 acetyltransferase activity; Q5AAJ8; hit rate 0.16% among 330,000; purified Rtt109/Vps75, ThioGlo CoA-SH fluorescence, 4 h; inhibition, % at 34.9 µM;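 active means inhibition of at least 50% in every replicate; inconclusive means best replicate reaches 50% inhibition but some replicates fall short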
# Target sequence (Q5AAJ8 whole entry, looked up): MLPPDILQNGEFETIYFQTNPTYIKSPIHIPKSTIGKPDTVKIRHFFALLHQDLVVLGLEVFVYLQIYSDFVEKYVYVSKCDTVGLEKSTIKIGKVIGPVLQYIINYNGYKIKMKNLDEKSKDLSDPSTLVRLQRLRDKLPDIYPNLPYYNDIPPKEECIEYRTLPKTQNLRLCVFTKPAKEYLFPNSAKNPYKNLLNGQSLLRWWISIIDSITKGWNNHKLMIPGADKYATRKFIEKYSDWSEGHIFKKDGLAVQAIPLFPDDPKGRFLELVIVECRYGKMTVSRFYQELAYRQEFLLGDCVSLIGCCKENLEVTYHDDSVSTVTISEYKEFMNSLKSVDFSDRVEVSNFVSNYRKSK
# MITF act: activators of MITF-driven TRPM1 promoter activity in SK-MEL-5 cells; SK-MEL-5 TRPM1-promoter luciferase, 24 h; % of positive control, neutral wells = 0; activation, % at 12.5 µM; hit rate 0.75% among 300,000; AID 588334;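 active means mean activation of at least 80% with every replicate also reaching 80%; inconclusive means mean reaches 80% but some replicate falls short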;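 further: 0% = neutral control wells and 100% = parthenolide positive control wells; values of inactives mirror those of a sister screen read the other way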
# RTF Ca sens act: cardiac RTF calcium sensitization; P19429+P45379; AID 493008; activation, % at 7.2 µM; IANBD-labeled TnC RTF fluorescence at EC20 calcium; 0% EC20 calcium, 100% full calcium; hit rate 0.24% among 340,000;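 active means activation above the mean over all tested compounds plus 3 SD, cut at about 30% in these data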;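 further: rise in fluorescence read as greater calcium sensitivity of cardiac thin filaments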
# Wnt bcat act: Wnt/beta-catenin pathway activation; Wnt/beta-catenin reporter cell assay, activator, plate reader; activation, % at 9.35 µM; hit rate 1.2% among 300,000; in the data active means activation above about 30%, passing the limit was not always enough; inconclusive means no clear call, values can overlap the other calls;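 further: 0% = neutral control wells and 100% = positive control wells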
# SR-BI DiI inh: blocks mouse SR-BI lipid uptake from DiI-HDL; Q61009; ldlA[mSR-BI] CHO cells, DiI-HDL uptake fluorescence, 3 h; inhibition, % at 12.5 µM; hit rate 0.96% among 320,000; AID 488896;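 active means mean replicate inhibition of at least 70% and a set share of replicates each scoring 70 or more; inconclusive means meets just one of the two criteria; inactive means fails both criteria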;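 further: 0% = median of neutral control wells and 100% = median of positive control wells; values of inactives mirror those of a sister screen read the other way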
# CDK5 p35 inh: inhibitors of human CDK5/p35 kinase. Recombinant CDK5/p35, ADP-Glo luminescence, 60 min. Q00535+Q15078. inhibition, % at 10 µM. hit rate 0.01% among 330,000;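 active means highest replicate inhibition of at least 50% and at least 75% of replicates reaching 50%; inconclusive means only one of the two criteria met; inactive means both criteria failed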;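 further: plate controls were DMSO neutral control for no effect and GW8510 at 10 µM for full effect; many of its hits are not listed in these tables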
# SR-BI DiI-HDL act: SR-BI HDL lipid transfer activation. activation, % at 12.5 µM. hit rate 0.096% among 320,000. CHO ldlA[mSR-BI] cells, DiI-HDL uptake fluorescence, 3 h; 100 = double the neutral-control signal;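 active means mean replicate activation of at least 60% and every replicate at or above 60%; inconclusive means mean or all-replicate condition met, but not both; inactive means mean below 60% and not all replicates reaching 60%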;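 further: 0% = median plate neutral-control signal and 100% = twice that signal; values of inactives mirror those of a sister screen read the other way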
#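 System: CHO ldlA[mSR-BI] cells / Medium: HEPES-buffered (25 mM, pH 7.4) F12 plus 0.5% BSA / Probe or stimulus: labelled HDL, 10 µg/mL / Doses: single compound concentration, delivered by pin transfer / Schedule: 3 h, 37 °C / Measured by: DiI fluorescence, bottom read / Measure: cell-associated DiI fluorescence as measure of HDL uptake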
# dFosB act: mouse delta FosB homodimer activation | purified delta FosB, TAMRA-CDK5 oligo fluorescence polarization; percent of positive-control signal above neutral wells | activation, % at 25 µM | hit rate 0.99% among 340,000 | AID 493131;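 active means mean activation above about 17%, with every replicate also reaching it, limit read from the data, passing the limit was not always enough; inconclusive means only one of the two conditions met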;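 further: fluorescence polarization rise as delta FosB binds a TAMRA Cdk5 AP-1 oligo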
# Target sequence (P13346 whole entry, looked up): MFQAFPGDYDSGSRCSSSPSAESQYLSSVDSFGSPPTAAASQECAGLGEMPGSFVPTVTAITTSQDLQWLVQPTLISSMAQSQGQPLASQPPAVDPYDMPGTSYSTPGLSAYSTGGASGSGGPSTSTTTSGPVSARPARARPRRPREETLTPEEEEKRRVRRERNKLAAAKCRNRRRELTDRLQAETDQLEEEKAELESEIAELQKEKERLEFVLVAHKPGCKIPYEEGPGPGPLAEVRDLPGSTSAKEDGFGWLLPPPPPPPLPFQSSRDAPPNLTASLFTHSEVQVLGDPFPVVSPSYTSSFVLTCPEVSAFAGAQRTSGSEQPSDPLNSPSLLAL
# Numbers without * were called inactive; u = inconclusive; x = not tested or not shown.
[1] O=C(c1c(F)cccc1F)N1CCC(O)(c2ccc(F)cc2)CC1
[2] CCCCn1c(N)c(N(CC)C(=O)c2cccc(C)c2)c(=O)[nH]c1=O
[3] Cc1cc(NC(=O)CCS(=O)(=O)c2nc(-c3ccccc3)cc(C(F)(F)F)n2)no1
[4] Cc1cccc(NC(=O)c2sc(Cl)nc2-c2ccccc2)c1
[5] Cc1nc([N+](=O)[O-])cn1Cc1cccc([N+](=O)[O-])c1
[6] COc1cc(/C=C/C(=O)C2C(=O)C=C(C)OC2=O)cc(OC)c1O (stereo not drawn)
[7] N#Cc1ccc(CSc2ncnc3c2cnn3Cc2ccccc2)cc1
[8] CC(=O)c1cccc(NC(=O)CC2S/C(=N/N=C3CCCCCC3)NC2=O)c1 (stereo not drawn)
[9] O=C1CC(Nc2ccc(N3CCOCC3)cc2)C(=O)N1C1CCCCC1 (stereo not drawn)
[10] CSC(=NC#N)N1CCN(c2c(C)cccc2C)CC1

Compound,1,2,3,4,5,6,7,8,9,10
HTR5A ag,5,0,-6,12,0,4,3,-4,-2,3
PvdQ acylase,-3,-10,-14,8,-2,-1,-3,-17,-7,6
Rtt109 HAT inh,-1,4,2,7,-9,6,1,-1,9,11
MITF act,-11,-1,x,3,13,-6,9,15,x,1
RTF Ca sens act,-1,2,1,-5,2,-2,-7,3,-1,-5
Wnt bcat act,-1,-4,-2,x,3,x,x,0,-5,-10
SR-BI DiI inh,1,x,-7,25,-16,-30,19,4,-11,16
CDK5 p35 inh,-0.1,-2.4,-0.4,2.1,4.1,1.6,0.0,0.1,-1.4,0.6
SR-BI DiI-HDL act,-1,x,7,-25,16,30,-19,-4,11,-16
dFosB act,-1,-2,-5,-5,7,-8,-16,-9,0,-7

[11] Cc1cc(C)n(CCc2nc(-c3ccc(C(C)(C)C)cc3)cs2)n1
[12] Cc1ccc(C(=O)Nc2nc(=O)n(C(=O)c3ccccc3C)s2)cc1
[13] NC(=O)c1ccc(NC(=O)COC(=O)c2c3c(nc4ccccc24)/C(=C\c2cccs2)CCC3)cc1
[14] O=C1CN(C(=O)c2ccc(F)c(S(=O)(=O)N3CCOCC3)c2)c2ccccc2N1
[15] Cc1nc(NC(=O)c2ccc(OCC(C)C)cc2)sc1Cc1ccc2c(c1)OCO2
[16] O=C1N=c2ccccc2=C1c1sc(=S)n(CC2CCCO2)c1O (stereo not drawn)
[17] Cc1ccc(NC(=O)C2CCCN(S(=O)(=O)c3ccc(-n4cnnn4)cc3)C2)cc1 (stereo not drawn)
[18] CC(C)C(NS(=O)(=O)c1ccc2c(c1)OCCCO2)C(=O)O (stereo not drawn)
[19] O=C(NCC(c1cccs1)N1CCOCC1)c1ccc([N+](=O)[O-])cc1 (stereo not drawn)
[20] CSCCC(C(=O)OC1CCOC1=O)N1C(=O)c2ccccc2C1=O (stereo not drawn)

Compound,11,12,13,14,15,16,17,18,19,20
HTR5A ag,4,-3,2,-1,0,4,2,1,-4,8
PvdQ acylase,-14,1,10,-12,-9,-10,4,11,1,-7
Rtt109 HAT inh,-11,10,9,-6,3,-7,-1,5,8,3
MITF act,12,22,15,4,-5,-21,-12,7,9,4
RTF Ca sens act,-15,-3,-2,3,11,-1,-9,2,-5,1
Wnt bcat act,x,x,2,-2,-1,x,-2,0,1,-2
SR-BI DiI inh,16,-8,26,-24,36,10,x,7,-12,4
CDK5 p35 inh,-0.4,1.2,-2.7,-0.6,-6.5,-1.8,-1.6,-2.3,0.2,-2.0
SR-BI DiI-HDL act,-16,8,-26,24,-36,-10,x,-7,12,-4
dFosB act,-13,-8,13,-4,0,5,-3,1,2,-10

[21] O=C(CCN1CCN(S(=O)(=O)c2cccc([N+](=O)[O-])c2)CC1)Nc1ccccc1F
[22] O=S(=O)(c1ccc(Nc2ccc(-c3ccc4c(c3)OCCO4)nn2)cc1)N1CCCC1
[23] CC(=O)c1sc(-c2ccc(Cl)cc2)nc1C
[24] Cc1sc(N/N=C/c2cccnc2)nc1-c1ccc(Cl)cc1
[25] O=C(Nc1ccc2oc(-c3cccnc3)nc2c1)c1cc2ccccc2o1
[26] COc1cc(C(=O)Nc2ccccc2N2CCOCC2)ccc1OCC(=O)N1CCOCC1
[27] Cc1cc(OCC(=O)N(C)C2CCCCC2)ccc1Cl
[28] CC(CCc1ccccc1)NC(=O)CC(C)c1ccccc1 (stereo not drawn)
[29] CCOC(=O)NCN1C(=O)C2C3C=CC(C3)C2C1=O (stereo not drawn)
[30] Cc1cccc2cc(CN(Cc3ccccc3)C(=O)c3cccc(F)c3)c(Cl)nc12

Compound,21,22,23,24,25,26,27,28,29,30
HTR5A ag,-3,3,4,3,5,3,0,0,0,1
PvdQ acylase,-14,7,6,-16,0,2,-10,-12,-12,-5
Rtt109 HAT inh,13,11,-2,1,-5,14,9,2,-2,-6
MITF act,2,29,41,x,x,14,39,x,11,-13
RTF Ca sens act,-4,10,-2,8,4,2,4,1,11,7
Wnt bcat act,0,1,-1,2,0,5,60*,0,x,-2
SR-BI DiI inh,0,34,20,51,-6,38,-7,-16,-29,19
CDK5 p35 inh,2.5,7.7,0.1,-0.5,-0.1,-0.9,0.1,-0.9,-0.6,0.6
SR-BI DiI-HDL act,0,-34,-20,-51,6,-38,7,16,29,-19
dFosB act,1,1,-4,3,-10,-7,-4,-5,-5,-2

[31] Clc1ccc(-c2nnc(CSc3nnc(-c4cccs4)n3Cc3ccccc3)o2)cc1
[32] c1ccc(-c2ccc(SCc3cccnc3)nn2)nc1
[33] Cc1cccc(N2CC(C(=O)Nc3nnc(SCCC4OCCO4)s3)CC2=O)c1 (stereo not drawn)
[34] COc1ccccc1N1CCN(C(=S)Nc2ccc3nc(N4CCOCC4)cc(C)c3c2)CC1
[35] N#Cc1c2ccccc2nc2ccccc12
[36] Cn1c(=O)c2cc(S(=O)(=O)NCCC(=O)NCCc3ccc(Cl)cc3)ccc2n(C)c1=O
[37] Cc1ccc(CN2CCC(N3CC(C)OC(C)C3)CC2)cc1 (stereo not drawn)
[38] COc1ccccc1CNC(=O)COC(=O)Cc1ccc(Cl)cc1
[39] COc1ccc2oc(C(=O)OCC(=O)N(C)CC(=O)Nc3ccc(F)cc3)c(C)c2c1
[40] CCc1ccc(C(=O)NNC(=O)c2ccc(OCC(=O)N3CCOCC3)c(OC)c2)cc1

Compound,31,32,33,34,35,36,37,38,39,40
HTR5A ag,1,1,-1,1,6,-7,-2,1,6,6
PvdQ acylase,-10,5,-6,-15,-4,4,-7,-8,-4,-11
Rtt109 HAT inh,-4,-5,38,0,7,1,-7,-3,8,-6
MITF act,-26,67,-5,-3,-9,-2,x,4,3,3
RTF Ca sens act,-4,-2,-4,-3,8,-11,-3,-2,4,-2
Wnt bcat act,-5,7,-3,0,1,x,3,-1,3,-4
SR-BI DiI inh,3,-11,0,u,8,-14,-19,-2,36,-6
CDK5 p35 inh,0.6,0.8,1.2,1.1,-0.5,-1.0,0.8,0.0,1.0,-2.5
SR-BI DiI-HDL act,-3,11,0,-71,-8,14,19,2,-36,6
dFosB act,-10,-12,-13,-8,2,-3,3,1,-13,-9

# One compound at a time, as listed above.
# Listed for `COc1ccccc1N1CCN(C(=S)Nc2ccc3nc(N4CCOCC4)cc(C)c3c2)CC1` : HTR5A ag = 1; PvdQ acylase = -15; Rtt109 HAT inh = 0; MITF act = -3; RTF Ca sens act = -3; Wnt bcat act = 0; SR-BI DiI inh = u; CDK5 p35 inh = 1.1; SR-BI DiI-HDL act = -71; dFosB act = -8
# Listed for `COc1ccccc1CNC(=O)COC(=O)Cc1ccc(Cl)cc1` : HTR5A ag = 1; PvdQ acylase = -8; Rtt109 HAT inh = -3; MITF act = 4; RTF Ca sens act = -2; Wnt bcat act = -1; SR-BI DiI inh = -2; CDK5 p35 inh = 0.0; SR-BI DiI-HDL act = 2; dFosB act = 1
# Listed for `Cc1ccc(CN2CCC(N3CC(C)OC(C)C3)CC2)cc1` (stereo not drawn) : HTR5A ag = -2; PvdQ acylase = -7; Rtt109 HAT inh = -7; MITF act = x; RTF Ca sens act = -3; Wnt bcat act = 3; SR-BI DiI inh = -19; CDK5 p35 inh = 0.8; SR-BI DiI-HDL act = 19; dFosB act = 3

# (further entries)
[41] Cc1nc(N2CCOCC2)c2oc3ccccc3c2n1
[42] CCCCC/C(=N\NC(=O)Nc1ccccc1)c1ccccc1
[43] N#C/C(=C\c1ccc(F)c(F)c1)C(=O)NC1CCCCC1
[44] C/C(=N\Nc1ncc(Cl)cc1Cl)c1ccc(N2CCOCC2)cc1
[45] CCOc1ccc(NC(=S)NCCCN2CCOCC2)cc1
[46] O=C(Nc1cccc(S(=O)(=O)N2CCCCCC2)c1)C1CCN(C(=O)c2ccc(Cl)cc2)CC1
[47] O=C(CN(C(=O)CNC(=O)c1ccco1)c1ccc2c(c1)OCCO2)NC1CCCCC1
[48] Cc1ccc2nc(NCCO)nc(-c3ccccc3)c2c1
[49] O=C(CNC(=O)N1CC(=O)Nc2ccccc21)NCCc1cccc(F)c1
[50] O=C(O)c1ccc2c(=O)n3c(nc2c1)/C(=C/c1cccc(Cl)c1Cl)CC3

Compound,41,42,43,44,45,46,47,48,49,50
HTR5A ag,-3,-1,1,6,-2,-8,3,4,5,-3
PvdQ acylase,-1,8,-4,2,-18,0,-16,1,6,2
Rtt109 HAT inh,12,5,8,-13,5,1,-5,2,12,1
MITF act,-9,-5,-5,11,-5,-8,3,-19,2,-9
RTF Ca sens act,4,-2,5,0,-1,-4,2,2,3,5
Wnt bcat act,-7,3,x,4,-2,-9,-1,x,0,2
SR-BI DiI inh,-10,33,-1,-15,-12,26,-13,5,-11,-27
CDK5 p35 inh,-5.6,0.8,-1.5,-3.9,-0.8,-7.0,-0.5,0.0,-0.1,-1.7
SR-BI DiI-HDL act,10,-33,1,15,12,-26,13,-5,11,27
dFosB act,-16,-11,1,-6,-3,-13,-4,2,-6,-26

[51] COC(=O)c1[nH]c2c(c1C)C(=O)CC(c1cccs1)C2 (stereo not drawn)
[52] Cc1ccc(C(=O)c2c3ccccc3[n+]([O-])n2[C@@H](C)C(N)=O)cc1
[53] COC(=O)CN1C(=O)[C@H]2[C@@H](c3ccc(C)o3)N3C(=O)CN(Cc4ccccn4)C(=O)[C@@]3(C)[C@H]2C1=O
[54] CCOc1cc(-c2noc(-c3cccnc3)n2)ccc1OC
[55] Cc1cc(NC(=O)COC(=O)CNS(=O)(=O)c2ccc(C)c(C)c2)no1

Compound,51,52,53,54,55
HTR5A ag,-5,6,8,-3,-4
PvdQ acylase,-10,-5,1,-8,-12
Rtt109 HAT inh,-3,3,8,-6,1
MITF act,-1,4,-1,27,-18
RTF Ca sens act,-3,4,-13,-5,1
Wnt bcat act,x,13,-5,8,-2
SR-BI DiI inh,82*,11,-10,37,-6
CDK5 p35 inh,0.5,-0.2,4.8,x,-1.8
SR-BI DiI-HDL act,-82,-11,10,-37,6
dFosB act,-4,1,-1,-17,-3
